M1 PAM parental: nonselective calcium activators in parental CHO-K1 cells, primary screen, counter-screen for M1 PAM project, cell-based, Fluo-8 calcium fluorescence, full deck, 1536-well; activation, % at 3 µM; hit rate 0.02% among 360,000; AID 602247, 2012; ATP EC20; 0% at ATP EC20, 100% at ATP max;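 active means activation above the run cutoff, the mean activation of all test compounds plus 3 SD, cut at about 40% in these data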;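 further: peak over basal fluorescence ratio in a 140 s read after ATP addition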
CRFR2-BP antag: antagonists of CRF-BP/CRF-R2 complex, primary screen, cell-based, HEK293, calcium dye fluorescence, uHTS. CRF-induced calcium fluorescence. hit rate 0.59% among 350,000. inhibition, % at 11.8 µM. AID 588475, 2011;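 active means inhibition of the ligand-induced calcium signal above about 50% at the single tested concentration, limit read from the data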
CHRM5 PAM: human M5 muscarinic receptor positive allosteric modulators, primary screen, CHO-K1 cells, Fluo-8 calcium fluorescence | hit rate 0.3% among 360,000 | activation, % at 3 µM | CHO-K1 hM5, ACh EC20 PAM; 0% = ACh EC20, 100% = ACh EC100 | AID 624038, 2012 | Muscarinic acetylcholine receptor M5 (Homo sapiens), P08912;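 active means activation above the run cutoff, the mean activation of all test compounds plus 3 SD, cut at about 18% in these data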
Target sequence (P08912 whole entry, looked up): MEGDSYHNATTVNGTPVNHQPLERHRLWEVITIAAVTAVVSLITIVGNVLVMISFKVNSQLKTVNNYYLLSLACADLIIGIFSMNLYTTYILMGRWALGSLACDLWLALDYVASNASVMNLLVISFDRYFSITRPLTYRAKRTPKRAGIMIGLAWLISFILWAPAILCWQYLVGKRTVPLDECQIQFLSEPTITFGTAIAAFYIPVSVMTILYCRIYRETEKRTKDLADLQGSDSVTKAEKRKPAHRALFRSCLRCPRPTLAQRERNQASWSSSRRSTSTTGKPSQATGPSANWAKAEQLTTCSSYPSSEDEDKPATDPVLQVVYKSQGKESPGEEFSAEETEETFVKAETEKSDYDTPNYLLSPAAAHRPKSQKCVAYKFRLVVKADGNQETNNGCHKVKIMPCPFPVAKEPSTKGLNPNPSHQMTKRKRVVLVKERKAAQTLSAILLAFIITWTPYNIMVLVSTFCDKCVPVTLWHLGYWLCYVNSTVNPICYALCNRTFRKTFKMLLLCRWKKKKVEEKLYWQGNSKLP
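system = human M5 receptor in CHO-K1 cells | compound = one concentration, 3 µM final (nominal) | schedule = Post-acetylcholine fluorescence recording 140 s | signal = Fluo-8 calcium dye fluorescence, kinetic read | benchmarks = low control EC20 acetylcholine (0%), high control EC100 acetylcholine (100%) | repeats = singlicate, one well per test compound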
CRFR2-BP ag: agonists of CRF-BP/CRF-R2 complex, primary screen, cell-based, HEK293, calcium dye fluorescence, uHTS; CRF-binding protein / CRF receptor 2 complex (human); AID 588473, 2011; activation, % at 13.2 µM; calcium dye fluorescence (FLIPR); percent of saturating CRF peptide response; hit rate 0.46% among 350,000;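 active means activation of at least 50%, plus an integration ratio under a set limit after plate pattern correction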;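 further: plate controls were neutral control wells without compound for no effect and CRF at EC100 for full effect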
M5 antag: human M5 muscarinic receptor antagonists, primary screen, CHO cells, Fluo-8 calcium fluorescence; CHO-hM5 cells, ACh EC80; inhibition, % at 3 µM; hit rate 0.59% among 360,000;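 active means inhibition above a per-plate cutoff, the mean of that plate's test compounds plus 3 SD, cut at about 27% in these data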;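 further: 0% = acetylcholine EC80 with DMSO and 100% = DMSO without agonist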
M5 ag: human M5 muscarinic receptor agonists, primary screen, CHO-K1 cells, Fluo-8 calcium fluorescence; Muscarinic acetylcholine receptor M5 (Homo sapiens), P08912; CHO-K1 hM5 cells; 0% DMSO wells, 100% maximal acetylcholine response; activation, % at 3 µM; hit rate 0.19% among 360,000; AID 624037, 2012;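 active means activation above the run's mean over test compounds plus 3 SD, cut at about 23% in these data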;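 further: signal is peak over basal fluorescence ratio across the kinetic read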
TAAR1 agonist: human TAAR1 agonists, primary screen, Fluo-8 calcium fluorescence, CHO RD-HGA16 cells; hit rate 0.99% among 360,000; activation, % at 3 µM; AID 624467, 2012; Trace amine-associated receptor 1 (Homo sapiens), Q96RJ0; vehicle wells 0%, saturating PEA agonist 100%;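 active means activation above the mean activation of all test compounds in the run plus 3 SD, cut at about 38% in these data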
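Assay system: CHO-derived RD-HGA16 cells with stable Gα16 and human TAAR1; timing: 17-24 h seeding, 75 min 37 °C dye, 30 min RT; read-out: % activation from peak over basal fluorescence ratio, DMSO-to-PEA scaled; measured by: kinetic Fluo-8 calcium fluorescence; benchmarks: low control DMSO, high control PEA (EC100); doses: 3 µM single concentration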
M4 PAM: human M4 muscarinic receptor positive allosteric modulators, primary screen, CHO-K1 cells, Fluo-8 calcium fluorescence; activation, % at 3 µM; CHO-K1 hM4/Gqi5, ACh EC20; 0% = ACh EC20, 100% = maximal ACh; AID 624126, 2012; Muscarinic acetylcholine receptor M4 (Homo sapiens), P08173; hit rate 0.4% among 360,000;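 active means activation above its plate's cutoff, the mean activation of sample wells plus 3 SD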; further: some results filed as inactive read as strong as hits
Target sequence (P08173 whole entry, looked up): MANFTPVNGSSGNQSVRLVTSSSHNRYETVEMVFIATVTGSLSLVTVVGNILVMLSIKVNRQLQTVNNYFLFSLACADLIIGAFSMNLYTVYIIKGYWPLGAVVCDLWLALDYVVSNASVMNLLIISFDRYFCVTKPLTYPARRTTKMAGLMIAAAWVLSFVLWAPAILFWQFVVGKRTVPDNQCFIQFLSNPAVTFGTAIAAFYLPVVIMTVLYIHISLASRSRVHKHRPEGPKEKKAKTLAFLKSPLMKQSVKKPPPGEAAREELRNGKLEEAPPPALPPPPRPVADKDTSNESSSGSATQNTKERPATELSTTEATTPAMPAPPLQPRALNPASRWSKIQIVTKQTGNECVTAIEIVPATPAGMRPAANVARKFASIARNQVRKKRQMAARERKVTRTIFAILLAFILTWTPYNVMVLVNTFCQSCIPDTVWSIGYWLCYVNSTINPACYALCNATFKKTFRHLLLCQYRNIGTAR
TAAR1 antagonist: human TAAR1 antagonists, primary screen, Fluo-8 calcium fluorescence, CHO RD-HGA16 cells. Trace amine-associated receptor 1 (Homo sapiens), Q96RJ0. antagonist. inhibition, % at 3 µM. hit rate 1.5% among 360,000. AID 624466, 2012;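 active means inhibition above a per-plate cutoff, the mean inhibition of test compounds on that plate plus 3 SD, cut at about 49% in these data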;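 further: 0% = DMSO plus EC80 beta-PEA response and 100% = DMSO alone without agonist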
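Test system: hTAAR1-expressing CHO RD-HGA16 cells, Gα16-coupled; Probe or stimulus: EC80 β-phenethylamine stimulus; Compound dosing: single nominal final test compound concentration of 3 µM; Timing: 140 s kinetic read after compound, 140 s after agonist; Signal: Fluo-8 calcium-sensitive fluorescence; Measure: % inhibition of agonist calcium response; Controls: DMSO and EC80 PEA controls.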
* marks the source's active call; other numbers are inactive results; . = no result given; & = joins results of further samples.

SMILES	M1 PAM parental	CRFR2-BP antag	CHRM5 PAM	CRFR2-BP ag	M5 antag	M5 ag	TAAR1 agonist	M4 PAM	TAAR1 antagonist
O=C(CC1CCC1)Nc1cccc2c([N+](=O)[O-])cccc12	-17	-1	-11	-5.3	28*	-7	0	-11	-18
O=C(NC1CCSc2ccccc21)c1ccc([N+](=O)[O-])cc1 (centres undefined)	14	16	0	0.0	-3	-6	-2	-2	-21
O=C(O[C@@H](C(=O)O)[C@@H](OC(=O)c1ccccc1)C(=O)O)c1ccccc1	8	10	0	0.6	0	2	0	-1	-5
CCCCN(C(=O)c1c(C)noc1C)c1c(N)n(CCCC)c(=O)[nH]c1=O	6	0	5	1.4	0	-2	-1	6	16
O=C(c1ccc(N2CCOCC2)nc1)N1CCCCC1	18	9	0	-2.2	-2	1	7	6	-8
O=C(NCCCN1CCCC1=O)C1CCN(S(=O)(=O)c2ccccc2)CC1	29	3	4	-0.9	5	1	3	4	-20
O=C(Cc1c[nH]c2ccccc12)N1CCN(c2ccccc2)CC1	13	38	-4	1.8	13	3	8	-3	2
CCOC(=O)c1c(NC(=O)CN2CCN(c3cccc(Cl)c3)CC2)sc(C)c1C	1	0	15	-0.2	-4	2	0	12	-18
O=C(NCc1ccccc1)c1onc(CSc2ccccc2)c1C(=O)NCC1CC1	5	-11	-18	6.8	11	-3	14	-7	56*
CCNC(=O)C1(C)CCN(C(=O)c2ccccc2C(F)(F)F)C1 (centres undefined)	7	.	4	.	-4	1	0	0	-2
CC1(C(=O)Nc2ccc3c(c2)OCCO3)CN(S(C)(=O)=O)CC(=O)N1CCc1c[nH]c2ccccc12 (centres undefined)	.	.	9	.	0	3	6	-1	7
COC(=O)c1ccc(Cl)c(NC(=O)CN(c2ccc3c(c2)OCO3)S(C)(=O)=O)c1	13	14	-4	-3.9	8	-1	2	-6	6
O=C(Cc1ccc([N+](=O)[O-])cc1)Oc1ccccc1	-4	3	2	-2.7	9	-3	2	8	-18
Cc1cc(C)n2nc(SCC(=O)Nc3ccccc3)nc2n1	3	-2	4	5.1	8	2	1	6	-7
O=C1CCC[C@@H]2[C@@H](Cc3ccccc3)[C@H](N3CCN(c4ccccc4)CC3)C[C@@H]3CCN1[C@@H]32	6	5	-3	-0.9	4	-2	3	6	-12
O=C(c1ccccc1NS(=O)(=O)c1ccc(F)cc1)N1CCCC1	21	-2	-2	-1.4	-10	-4	5	14	-5
COc1ccc(NC(=O)CSc2ccc3ccccc3c2)cc1S(=O)(=O)N1CCCCC1	12	43	-12	-0.8	5	-3	6	-5	15
Cc1ccc(O)c(-c2cc(C(F)(F)C(F)F)nc(-c3ccccc3)n2)c1	17	-26	-2	0.2	-1	-2	6	7	5
Cc1ccc(C)c(NC(=O)CSc2nnc(CNC(=O)c3ccco3)o2)c1	-16	-7	-5	-0.2	18	-4	0	1	-2
Clc1cccc(N=C2NN=C(c3ccc4c(c3)OCCO4)CS2)c1	-3	-21	4	1.9	-5	2	.	1	.
Cc1ccc(-n2ncc3c(SCC(=O)NNC(=O)C(C)C)ncnc32)cc1	-2	-2	-5	-1.4	8	-2	0	7	-8
Cc1nc2c(o1)CCc1ccccc1C2N1CCN(C)CC1 (centres undefined)	20&-10&10	-7&-3&13	-43&-16&-19	-0.9&1.1&-0.1	98*	-10&-7&-11	1&-3&1	-9&-34&-20	-17&5&-4
COc1cc(NC(=O)NC2Cc3ccccc3C2)cc(OC)c1	-8	5	0	-0.7	-3	-7	1	0	-11
C/C(=N\NC(=O)c1ccc(C)cc1)c1c(C)[nH]n(-c2ccccc2)c1=O	-6	19	-7	-2.9	6	0	-1	4	35
Nc1c(C(=O)NCCc2ccccc2)nnn1Cc1ccccc1	8	-4	1	-0.3	8	1	8	7	-9
Cc1onc(-c2ccccc2Cl)c1C(=O)Nc1ccccc1C(N)=O	-5	-3	3	0.4	-5	-2	1	-4	-7
CC(C)CCN1CC(O)=C(c2nc3ccccc3[nH]2)C1=N	4	-1	-11	-0.3	-5	4	2	9	13
ON1C(c2ccccc2C(F)(F)F)N(O)[C@H]2CCCC[C@H]21 (some centres undefined)	-6	3	-15	-2.4	-4	-7	9	-1	-1
O=C(COc1ccccc1)Nc1ccc2c(c1)Cc1cc(NC(=O)COc3ccccc3)ccc1-2	5	11	2	-0.1	-2	0	-1	14	0
CCC(=O)N1CCc2cc(S(=O)(=O)NCCC(=O)NCc3ccc(F)cc3)ccc21	5	7	-3	-1.2	14	4	0	-2	-13
CCSc1nc2ccccc2n1CC(=O)N1CCCCC1	10	86*	4	1.7	-4	-1	2	6	-2
CC(C)[C@H](NC(=O)c1ccccc1)C(=O)OCC(=O)c1ccccc1F	-4	2	-3	0.1	9	0	0	-9	-5
Cc1occc1C(=O)N=Nc1c(O)n(C)c2ccccc12	27	20	2	-16	-8	-2	1	29*	-12
COc1ccc2nc(COC(=O)c3cccc([N+](=O)[O-])c3)c(C(C)=O)[n+]([O-])c2c1	-3	7	4	2.2	3	2	0	0	0
Cc1cc(N2CCN(C)CC2)n2nc(-c3ccc(Cl)cc3)nc2n1	-8	-20	-5	1.1	15	-2	1	-6	-18
CCN(CC)C(=O)CSc1nnc2nnc3cc(C)ccc3n12	-4	-16	6	4.2	-8	-3	2	-1	-16
COc1ccc(C(O)(C2CCCCC2)C(CN2CCCC2)c2ccccc2)cc1 (centres undefined)	-2	-51	3	6.0	-4	0	18	-5	-4
COc1ccc(OC)c(NC(=O)COC(=O)/C=C/c2ccco2)c1	7	2	1	-1.5	6	1	1	7	-17
CCc1nc2c(OCc3ccccc3C(=O)OC)cccn2c1N(C)C(=O)c1cccs1	14	.	0	.	1	-2	-2	0	-13
O=C(COc1ncnc2cc([N+](=O)[O-])ccc12)N(CCc1ccccc1)Cc1ccccc1	-3	-18	-7	1.8	13	1	21	3	15
CCc1ccc(-n2c(=O)c3ccccc3n3c(=S)[nH]nc23)cc1	9	5	-2	-0.7	10	-2	-1	2	10
COc1cc(/C=C/c2nc3ccccc3c(=O)[nH]2)cc(OC)c1OC	-6	5	-3	0.1	3	-4	7	0	-5
CNS(=O)(=O)c1cccc(C(=O)OCc2cc(Cl)cc3c2OCOC3)c1	10	-23	-1	0.5	-7	3	8	5	4
CC(=O)N1CCCc2cc(S(=O)(=O)N(C)CC(=O)Nc3ccccc3)ccc21	14	-8	-2	-0.2	1	3	2	-1	-22
COc1ccc(N2C(=O)CC(Sc3nnc(-c4ccccc4F)n3C)C2=O)cc1 (centres undefined)	-10	-4	-1	0.3	2	1	-1	7	-3
C=CCn1c(COc2ccc(OC)cc2)nc2ccccc21	7	3	2	-1.7	4	-7	3	0	-11
N#CCN(C(=O)COC(=O)C1CC2CCCC(C1)C2=O)c1ccccc1 (centres undefined)	1	-1	1	1.8	1	4	0	4	10
CN1/C(=C\C(=O)CSc2nnc(NCc3ccccc3)s2)C(C)(C)c2ccccc21	11	-15	-11	0.0	3	-1	7	-24	38
Cn1c(SCC(=O)Nc2ccc(C(N)=O)cc2)nc2c(c1=O)SCC2	-1	3	-9	0.1	1	-3	1	0	-21
CCc1cccc(C)c1NC(=O)CN1C(=O)NC(CCc2ccccc2)C1=O (centres undefined)	28	-15	8	0.3	8	-1	2	3	-12
COc1ccc(CC(=O)N2CCOCC2)cc1OC	17	-10	2	-0.8	-2	1	1	4	-35
Cc1[nH][nH]c(=O)c1C=NCc1cccnc1	20	-2	-2	0.8	-2	-3	1	-4	-9
CCOC(=O)C1Cn2c(nc3c(c2=O)C2(CCCC2)Cc2ccccc2-3)S1 (centres undefined)	-6	0	5	3.0	-2	-1	10	3	6
CCN1C[C@@H]2[C@@H]3C(=O)N(Cc4ccccc4)C(=O)[C@@H]3[C@](CC)(C1=O)N2C(=O)c1ccc(F)cc1	-14	-1	-5	-1.4	15	0	7	2	13
Cc1cccc(NC(=O)CN(CC2CCCO2)C(=O)c2cc3ccccc3o2)c1C (centres undefined)	4	-4	-5	1.1	-2	4	2	0	-33
CCN(CC(=O)Nc1c(C(=O)OC)[nH]c2ccccc12)c1ccc2c(c1)OCO2	0	-12	-17	0.6	17	2	14	-9	42
O=C(COC(=O)c1cccc(O)c1)c1ccccc1	3	1	-2	-0.4	0	0	3	3	8
COc1ccc(C(C)=O)cc1COc1cc(C)c(Cl)c(C)c1	11	9	1	2.4	2	0	4	-7	-15
O=c1[nH]c(C2CCCN(S(=O)(=O)c3ccccc3)C2)nc2c1nnn2Cc1ccc2c(c1)OCCO2 (centres undefined)	14	12	-1	-0.8	2	-2	1	-1	-7
CCCCCCn1c(=O)n2n(c1=O)C[C@]1(OC(=O)NC3CC3)CN(S(=O)(=O)c3ccc(C)cc3)C[C@]1(O)C2	-4	3	-9	-0.7	-1	2	1	3	-1
(listing goes on)
SMILES	M1 PAM parental	CRFR2-BP antag	CHRM5 PAM	CRFR2-BP ag	M5 antag	M5 ag	TAAR1 agonist	M4 PAM	TAAR1 antagonist
C[C@H](NS(=O)(=O)c1ccc(Cl)c(Cl)c1)C(=O)OCc1cc(=O)n2cc(Br)ccc2n1	18	-2	-5	1.4	5	-2	4	-7	7
O=C(CSc1nnnn1C1CCCC1)Nc1ccc2c(c1)OCCO2	11	0	1	-0.5	-8	-2	3	4	-8
O=C(O)C1CSC(c2ccc(O)c([N+](=O)[O-])c2)N1 (centres undefined)	21	8	2	-0.9	6	-3	0	2	1
Cc1cccc(NC(=O)Cn2nnc(C(=O)Nc3ccc(F)c(Cl)c3)c2N)c1	7	1	-7	0.5	4	-1	1	-2	-15
CCc1cccc(NC(=S)N2CCC(c3ccccc3)C2)c1 (centres undefined)	17	0	2	-1.3	5	-9	-1	6	-5

Two compounds picked at random from the list so far:
SMILES	M1 PAM parental	CRFR2-BP antag	CHRM5 PAM	CRFR2-BP ag	M5 antag	M5 ag	TAAR1 agonist	M4 PAM	TAAR1 antagonist
O=C(CSc1nnnn1C1CCCC1)Nc1ccc2c(c1)OCCO2	11	0	1	-0.5	-8	-2	3	4	-8
Cc1cccc(NC(=O)Cn2nnc(C(=O)Nc3ccc(F)c(Cl)c3)c2N)c1	7	1	-7	0.5	4	-1	1	-2	-15
